TNAP activators = human TNAP enzyme activators, primary screen, biochemical, luminescent, no phosphate acceptor, uHTS (AID 1001); purified TNAP, luminescent activation assay, no phosphate acceptor; higher activation fold means a stronger effect; activation fold at 20 µM; hits with a dose series show EC50 in µM; hit rate 0.03% among 200,000; in the data active = activation fold from about 3, or a potency from the dose series; inactive = the rest, 99 in 100 with activation fold below about 1.6; also: many of its hits are not listed in these tables
West Nile virus CPE = inhibition of WNV-induced cytopathic effect – cell-based, CPE readout (AID 1621). West Nile virus-infected cells, CPE inhibition; higher % means a stronger effect. CPE inhibition, % at 10 µM, or IC50 in µM where a hit was titrated. hit rate 0.02% among 290,000; in the data active = a potency from the dose series; also: strong numbers were not always called active
human PMI inhibitors = human PMI inhibitors, high substrate, primary screen, biochemical, fluorescence intensity, high mannose 6-phosphate (AID 1220); recombinant PMI enzyme, coupled fluorescence intensity; higher % means a stronger effect; one-dose inhibition, % at 20 µM; IC50 in µM for titrated hits; hit rate 0.66% among 190,000
K1F lysis inhibition = inhibition of K1F phage lysis, E. coli UTI89, bacterial capsule biogenesis inhibitors, alamar blue (AID 488966); E. coli UTI89 K1F phage lysis, alamar blue, 2 h; higher % means a stronger effect; inhibition, % at 100 µM; hits with a dose series show IC50 in µM; hit rate 0.02% among 340,000;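 active = phage lysis inhibition, versus mean bacterial control, above a set limit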;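 also: capsule biogenesis inhibitors block K1F phage lysis so surviving cells raise fluorescence; higher fluorescence means more inhibition of phage lysis; actives were called in the ten point dose series up to 300 µM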
T cell HTS = modulates CD8 T cell binding to vesicles | AID 2052 | 2C CD8+ T cell-vesicle binding, flow cytometry; active compounds read low | hit rate 0.068% among 330,000 | calls only at 7 µM;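 active = response, share of CD8 T cells binding vesicles, and their 90th percentile fluorescence all below set limits, cut at about 80% in these data, passing the limit was not always enough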
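Benchmarks: naked versus QL9-loaded vesicles / Assay system: purified 2C TCR transgenic mouse naive CD8+ T cells / Technique: high-throughput flow cytometry with anti-B7-1 and anti-CD8 staining / Timing: Cell–vesicle co-incubation 1.5 h at 37 °C, staining 20 min on ice / Read-out: percent CD8+ FL2 mean versus row control / Probe or stimulus: QL9-loaded Drosophila micro-vesicles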
P. falciparum M1AAP = P. falciparum M1AAP inhibitors, biochemical, fluorogenic H-Leu-NHMec substrate, 1536-well (AID 1445). recombinant M1AAP, H-Leu-NHMec fluorogenic kinetic assay; higher % means a stronger effect. inhibition, % at 30 µM, or IC50 in µM where a hit was titrated. hit rate 0.42% among 220,000;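 active = primary inhibition above the hit cutoff, then over 50% inhibition at one or more dose response concentrations, cut at about 23% in these data, passing the limit was not always enough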;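 also: plate controls were DMSO full reaction for no effect and no enzyme background for full effect; strong numbers were not always called active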
RSV antiviral HEp-2 = inhibition of RSV-induced cytopathic effect – HEp-2 cells, primary 10 µM value included (AID 2391). CPE inhibition, % at 10 µM; hits with a dose series show IC50 in µM. HEp-2 cells, RSV-induced CPE inhibition; higher % means a stronger effect. hit rate 0.13% among 310,000; in the data active = a potency from the dose series; also: strong numbers were not always called active
human PMI inhibition = inhibitors of human PMI, primary screen, biochemical, fluorescence intensity, coupled assay (AID 1209). purified PMI enzyme, coupled fluorescence intensity; higher % means a stronger effect. one-dose inhibition, % at 20 µM; IC50 in µM for titrated hits. hit rate 0.42% among 190,000;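 also: plate controls were DMSO vehicle for no effect and wells lacking substrate for full effect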
P. falciparum M17LAP = P. falciparum M17LAP inhibitors, primary screen, biochemical, fluorogenic H-Leu-NHMec substrate, 1536-well (AID 1619) | recombinant M17LAP, H-Leu-NHMec fluorogenic kinetic assay; higher % means a stronger effect | inhibition, % at 30 µM; hits with a dose series show IC50 in µM | hit rate 0.38% among 220,000;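 active = compound inhibiting the enzyme by more than half at any dose during confirmatory dose-response retesting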;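 also: plate controls were full reaction with DMSO carrier for no effect and no enzyme background for full effect; strong numbers were not always called active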
T cell HTS vesicle-bound % = also measured in T cell HTS; calls as there; double positive events, %; measured here: CD8+ vesicle-bound cell fraction;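 binding gate set so that unloaded-vesicle control wells show 10% double positive cells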
Active calls of the source: *; i = inactive; x = no result given. Rule as the data show it, unless noted: active = inhibition above about 50%; inactive = the rest.

SMILES	TNAP activators	West Nile virus CPE	human PMI inhibitors	K1F lysis inhibition	T cell HTS	T cell HTS vesicle-bound %	P. falciparum M1AAP	RSV antiviral HEp-2	human PMI inhibition	P. falciparum M17LAP
CCCN(CCC)[C@@H]1CCc2cccc(O)c2C1	x	1.2%	x	3.3%	i	26	3%	0.1%	x	-3%
O=C(c1ccc(F)cc1)C(Cc1ccccc1)N1CCCCC1 (stereo not given)	1.1	-0.4%	1%	2.6%	i	49	1%	3.5%	5%	2%
O=C(CNC(=O)OCc1ccccc1)Nc1ccc(Br)cc1C(=O)c1ccccc1Cl	1	-0.6%	4%	2.9%	i	39	3%	5.9%	4%	9%
C/C(=N/OC(=O)N(C)C)c1ncc(C(F)(F)F)cc1N1CCOCC1	1.1	1.2%	14%	2.9%	i	47	-8%	0.2%	10%	-10%
C=CCn1c(O)c(C(C)=NCCCO)c(=O)[nH]c1=O	1.1	0.2%	14%	-0.1%	i	34	-2%	0.5%	17%	-1%
Cc1ccc(C(c2nnnn2Cc2ccccc2)N2CC=C(c3ccc(F)cc3)CC2)cc1 (stereo not given)	1	-0.4%	11%	0.8%	i	34	8%	0.2%	6%	-15%
Fc1ccc(C(OCCN2CCCC2)c2ccc(F)cc2)cc1	1.1	-0.2%	-11%	0.3%	i	9	2%	0.9%	-12%	-28%
C=CP(=O)(O)c1ccccc1	1.1	1.0%	-10%	0.5%	i	35	3%	1.3%	-9%	2%
CCN1CCN(c2ncnc3ccc(Br)cc23)CC1	1.1	0.0%	-4%	0.4%	i	4	5%	1.0%	-3%	4%
Cc1nn(Cc2ccccc2)c(Cl)c1C(=O)O	1.1	1.1%	-5%	-0.3%	i	26	10%	-0.1%	-4%	11%
C=CCn1c(O)c(C(C)=Nc2ccc(NC(C)=O)cc2)c(=O)[nH]c1=O	1.1	0.4%	-5%	-0.1%	i	54	7%	-1.0%	-7%	10%
CC1(c2ccccc2)NCCN2C(=O)CSC21 (stereo not given)	1.2	0.4%	2%	0.3%	i	64	-10%	0.2%	6%	2%
CNC(=O)Nc1ccc(C(O)(C(=O)OC)C(F)(F)F)cc1 (stereo not given)	x	0.2%	x	8.6%	i	56	-1%	1.0%	x	-1%
Fc1cccc(CN2CCN(c3ccc(Cl)cc3)CC2)c1	x	-0.8%	x	-0.3%	i	15	x	5.9%	x	x
CN1CCN(c2ccc(S(=O)(=O)C(F)(F)F)cc2[N+](=O)[O-])CC1	1.1	x	-6%	0.2%	i	56	4%	0.1%	4%	3%
CC(=NCCO)c1c(O)n(C2CCCCC2)c(=O)[nH]c1=O	1.1	0.2%	17%	0.4%	i	12	0%	2.7%	12%	-7%

Of the compounds above, these contain fluorine:
SMILES	TNAP activators	West Nile virus CPE	human PMI inhibitors	K1F lysis inhibition	T cell HTS	T cell HTS vesicle-bound %	P. falciparum M1AAP	RSV antiviral HEp-2	human PMI inhibition	P. falciparum M17LAP
O=C(c1ccc(F)cc1)C(Cc1ccccc1)N1CCCCC1 (stereo not given)	1.1	-0.4%	1%	2.6%	i	49	1%	3.5%	5%	2%
C/C(=N/OC(=O)N(C)C)c1ncc(C(F)(F)F)cc1N1CCOCC1	1.1	1.2%	14%	2.9%	i	47	-8%	0.2%	10%	-10%
Cc1ccc(C(c2nnnn2Cc2ccccc2)N2CC=C(c3ccc(F)cc3)CC2)cc1 (stereo not given)	1	-0.4%	11%	0.8%	i	34	8%	0.2%	6%	-15%
Fc1ccc(C(OCCN2CCCC2)c2ccc(F)cc2)cc1	1.1	-0.2%	-11%	0.3%	i	9	2%	0.9%	-12%	-28%
CNC(=O)Nc1ccc(C(O)(C(=O)OC)C(F)(F)F)cc1 (stereo not given)	x	0.2%	x	8.6%	i	56	-1%	1.0%	x	-1%
Fc1cccc(CN2CCN(c3ccc(Cl)cc3)CC2)c1	x	-0.8%	x	-0.3%	i	15	x	5.9%	x	x
CN1CCN(c2ccc(S(=O)(=O)C(F)(F)F)cc2[N+](=O)[O-])CC1	1.1	x	-6%	0.2%	i	56	4%	0.1%	4%	3%

Compound activity as filed in PubChem.

Not all compounds are listed; the hit share may differ from the screen's.
